High-throughput results from PubChem BioAssay.
TDP43 rescue: inhibitors of TDP-43 toxicity in yeast. 410,000 tested, 1.8% active. Potency, µM (doses to about 46.1 µM), without a hit: at the highest dose growth rescue (activation), usual class: activators. TDP-43 expressing yeast growth rescue, BacTiter-Glo, 24 h. AID 652104; also: potency is read from the fitted curve at half-maximal effect; % of control where 0% means no effect; nearly all actives have a fitted effect of over 50% in size
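In this qHTS, compounds that restore growth of yeast expressing TDP-43 appear as activators. Cells (OD600=0.02, galactose medium, raffinose-pregrown) are incubated with compound 24 hr at 30 deg C and growth is quantified by BacTiter-Glo.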
EPAC2 antag: EPAC2 (human) antagonism; Q8WZA2; EPAC2 GEF exchange of Rap1B-BODIPY-GDP, fluorescence; Potency, µM (titrated, usually from 114 µM), for inactives: at the highest dose activity, negative = inhibition, actives largely listed as inhibitors; 360,000 tested, 0.18% active; AID 720708; also: potency is read from the fitted curve at half-maximal effect; % is scaled to controls: 0 for no effect and ±100 for the full control effect; nearly all actives have a fitted effect of over 45% in size; many of its hits are not listed in these tables
Target sequence (Q8WZA2 whole entry, looked up): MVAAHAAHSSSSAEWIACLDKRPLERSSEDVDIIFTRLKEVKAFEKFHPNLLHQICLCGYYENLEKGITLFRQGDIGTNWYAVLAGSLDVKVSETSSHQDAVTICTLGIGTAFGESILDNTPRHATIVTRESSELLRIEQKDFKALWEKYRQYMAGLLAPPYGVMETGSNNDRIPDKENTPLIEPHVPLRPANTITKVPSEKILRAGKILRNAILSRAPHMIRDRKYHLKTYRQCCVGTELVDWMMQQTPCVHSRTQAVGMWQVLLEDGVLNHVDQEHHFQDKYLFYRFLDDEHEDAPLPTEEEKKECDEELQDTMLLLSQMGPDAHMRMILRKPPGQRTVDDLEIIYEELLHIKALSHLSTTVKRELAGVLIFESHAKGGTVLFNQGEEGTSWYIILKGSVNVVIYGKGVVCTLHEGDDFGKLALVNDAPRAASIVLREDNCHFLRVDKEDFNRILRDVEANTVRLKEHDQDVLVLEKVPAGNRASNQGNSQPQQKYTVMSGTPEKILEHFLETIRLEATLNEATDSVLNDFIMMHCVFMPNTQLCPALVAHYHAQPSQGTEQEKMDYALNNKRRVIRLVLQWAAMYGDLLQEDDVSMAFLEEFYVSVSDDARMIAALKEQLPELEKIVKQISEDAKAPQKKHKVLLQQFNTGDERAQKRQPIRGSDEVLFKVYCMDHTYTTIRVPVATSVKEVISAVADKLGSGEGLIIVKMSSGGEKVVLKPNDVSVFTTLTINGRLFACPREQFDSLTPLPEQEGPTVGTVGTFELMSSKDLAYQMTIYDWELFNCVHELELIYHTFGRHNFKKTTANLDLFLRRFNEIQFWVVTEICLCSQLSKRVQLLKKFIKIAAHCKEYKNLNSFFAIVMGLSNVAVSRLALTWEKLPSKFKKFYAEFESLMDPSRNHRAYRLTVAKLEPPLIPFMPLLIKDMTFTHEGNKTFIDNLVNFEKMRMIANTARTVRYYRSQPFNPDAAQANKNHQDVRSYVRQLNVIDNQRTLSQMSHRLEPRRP
EPAC2 agonist: activates human EPAC2 exchange factor. 360,000 tested, 0.079% active. Potency, µM (titrated, usually from 154 µM), inactives show at the top dose activation, hits mostly activators. EPAC2 activation, biochemical qHTS; response scale: 100% = 6.5 mM cAMP response; also: potency is read from the fitted curve at half-maximal effect; nearly all actives have a fitted effect of over 50% in size
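EPAC2 (100 nM) mixed with Rap1B loaded with BODIPY-GDP (250 nM) plus 50 uM unlabeled GDP; compounds pinned in, 5 min RT, then read every 5 min for 30 min (ex 480, em 540 nm). Normalized to cAMP control.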
aSyn rescue: rescues yeast growth from alpha-synuclein toxicity. AID 652106. Potency, µM (series often up to 46.1 µM), for inactives: top-dose growth rescue (activation), usual class: activators. 370,000 tested, 0.14% active. Yeast expressing alpha-synuclein, growth rescue, BacTiter-Glo, 24 h; also: potency is read from the fitted curve at half-maximal effect; % of control where 0% means no effect; nearly all actives have a fitted effect of over 65% in size
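Rescue of yeast growth: cells expressing toxic alpha-synuclein, induced in galactose at OD600 0.02, incubated with compound 24 h at 30 C. ATP luminescence quantified growth; inhibitors of toxicity appear as activators.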
Abeta yeast res: compounds reversing amyloid beta toxicity in yeast | yeast expressing A-beta42, growth rescue, OD600, 48 h; response scale: 0% DMSO, 100% iron-clioquinol control | Potency, µM (highest dose often 46.1 µM), for the others: at the highest dose growth rescue, hits mostly activators | 410,000 tested, 0.063% active; also: potency is read from the fitted curve at half-maximal effect; nearly all actives have a fitted effect of over 55% in size
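Yeast A-beta toxicity model in growth medium with pinned compounds, 48 h at 30 C; growth read as absorbance at 600 nm. Normalized to FeCl3/clioquinol equimolar mix (positive) and DMSO (negative).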
D3 ag: agonists of human D3 dopamine receptor | max activation, % | AID 652048 | D3R DiscoveRx beta-arrestin cells, luminescence, 90 min | 410,000 tested, 0.58% active | P35462; in the data active = max activation above about 30%; also: 0% is about no effect; mostly tested at two doses, the higher about 12 µM
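Cells at 1500/well, incubated overnight, then treated with pinned compounds (dopamine as control) for 90 min at 37 degrees C. DiscoveRx reagent added for 30 - 60 minutes at room temperature; luminescence read.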
FUS yeast rescue: suppressors of FUS proteinopathy in yeast. S. cerevisiae FUS-expressing, growth rescue, OD600, 24 h. Potency, µM (series often up to 76.6 µM), for the others: at the top dose growth rescue (activation), usual class: activators. 390,000 tested, 0.24% active;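 also: potency is read from the fitted curve at half-maximal effect; plate controls were DMSO vehicle for no effect and reference control for full effect; nearly all actives have a fitted effect of over 55% in size; some results filed as inactive show a strong effect at the top dose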
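Yeast expressing FUS under galactose induction, OD 0.005 in 2% galactose medium; compounds in a dilution series, 24 h at 30C. Growth rescue by absorbance at 600 nm; CP55940 positive control, DMSO negative.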
DRD3 antagonist: antagonists of human D3 dopamine receptor; 360,000 tested, 2.5% active; P35462; D3R cells, DiscoveRx beta-arrestin luminescence, antagonist mode; active compounds read low; AID 652054; max response, negative = inhibition, %; in the data active = max response below about -50%; inconclusive = no clear call, values can overlap the other calls; also: % is scaled to controls: 0 for no effect and ±100 for the full control effect; mostly tested at two doses, the higher about 12 µM
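Cells plated overnight at 1500 cells/well, then exposed to library compounds with dopamine controls for 90 minutes at 37 degrees C. DiscoveRx reagent added for 30–60 minutes at room temperature; luminescence read, quantitative HTS format.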
Starred values were filed as active, the others as inactive; ? = inconclusive; nt = no result given; [ ] = dose if it differs, or a comment. Unless noted, calls follow the shape of the dose curve; as a rule, active = well fitted curve in the direction sought with a large enough effect; inconclusive = small, poorly fitted or top-dose-only effect, or another doubt; inactive = no such curve, though single readings can be large; an effect the other way counts as inactive or inconclusive. Some of the compounds tested; the hit share may differ from the screen's.

SMILES | TDP43 rescue | EPAC2 antag | EPAC2 agonist | aSyn rescue | Abeta yeast res | D3 ag | FUS yeast rescue | DRD3 antagonist
COCC(C)NC(=O)c1cc2cc(OC)ccc2[nH]1 (stereo unspecified) | -1% | 3% | 6% | -2% | 5% | -10 | 18% | 2
COc1ccc(-n2ncc3c2CC(C)(C)CC3NC(=O)CN2CCOC2=O)cc1 (stereo unspecified) | -24% | -7% | 9% | -1% | -8% | -14 | nt | -22
CC(C)(C)NCC(O)COCc1ccc(Cl)cc1 (stereo unspecified) | 9% | 3% | -2% | -1% | 17% | 2 | -6% | -3
COc1ccc(C(=O)NNC(=O)C2(C)CC2(Br)Br)cc1 (stereo unspecified) | 9% | 6% | -4% | 12% | -13% | 2 | 26% | -18
Cn1c(=O)c(C(N)=S)cn(-c2ccccc2)c1=O | -8% | 6% | 1% | -3% | 5% | 2 | -20% | 0
CSc1ccccc1OCc1cc(C(=O)N(C)CCc2c(C)n[nH]c2C)no1 | 13% | -6% | 9% | 6% | 0% | 2 | 17% | -7
Cc1ccc(CN2C(=O)CCC2C(=O)NC2CCCC2)cc1 (stereo unspecified) | 5% | -3%[57.1 µM] | -14% | 3% | 0% | 3 | -1% | 5
CN(CC(=O)Nc1ccccc1Br)C(=O)c1ccccc1OCc1ccc(F)cc1 | ? | -27% | 11% | -9% | 10% | -2 | 31% | -6
NC(=O)NOCc1ccccc1 | 13% | 0% | 5% | -2% | -18% | -7 | 0% | -21
CC1(c2nnc(-c3ccccc3)o2)CC(c2ccc(F)cc2)=NO1 (stereo unspecified) | ? | -4% | 11% | 17% | -13% | 17 | 16% | 0
CN(C)S(=O)(=O)c1ccc(Cl)c(NC(=O)c2ccncc2)c1 | 4% | 7% | -6% | -4% | -16% | 5 | nt | 4
FC(F)(F)c1cc(CCN2CCNC[C@@H]2CC2CCCCC2)cc(C(F)(F)F)c1 | 3% | 10% | -8% | -14% | -5% | -4 | ? | -10
Cc1cccc(OC(C)C(=O)N2CCc3ccccc3C2)c1 (stereo unspecified) | -7% | -23% | 3% | ? | -20% | -4 | 6% | 0
COc1ccc(NCc2nnc(SCC(=O)Nc3cc(C(F)(F)F)ccc3Cl)o2)cc1 | ? | -13% | 2% | 4% | 8% | -6 | ? | 1
c1ccc(Oc2nc(NCc3ccco3)nc(NCc3ccco3)n2)cc1 | -11% | -7% | 4% | -3% | -9% | -10 | ? | 2
COc1ccc(C(=O)NCc2ccc3c(c2)OCO3)cc1S(=O)(=O)N1CCCC1 | -11% | 2% | 8% | 1%[1.84 µM] | -9% | -17 | 22% | -14
COc1ccc(C2N(c3cc(Cl)ccc3OC)C(=O)C3CCCN32)c(OC)c1 (stereo unspecified) | 6% | 6% | 7% | -11% | 1% | -2 | -20% | 2
Cc1nc2c(c(C)c1CCC(=O)Nc1cccc(C(F)(F)F)c1)c(=O)n(C)c(=O)n2C | 4% | nt | nt | nt | -10% | 3 | -2% | nt
Cc1ccccc1C(C(=O)NC1CCCC1)N(C(=O)Cc1cccs1)c1ccc2c(c1)OCCO2 (stereo unspecified) | -16% | 6% | 12% | -1% | -13% | -3 | -8% | -11
NC(=O)c1ccc(NC(=O)CCN=C2NS(=O)(=O)c3ccccc32)cc1 | 12% | -1% | -1% | 1% | 0% | -12 | 13% | 2
CCOC(=O)N1CCC(NC(=O)c2ccc3c(c2)N(C)C(=O)/C(=C/c2cccc(OC)c2)S3)CC1 | 12% | -8% | -2% | -4% | 4% | 6 | 5% | 0
NC(=O)c1ccccc1NC(=O)c1ccoc1 | -1% | 6% | 5% | -5% | -2% | -4 | -13% | -6
Cc1ccc(N(C)C(=O)Cn2cnc3onc(-c4ccc(F)cc4)c3c2=O)cc1C | -8% | nt | nt | ? | -4% | -4 | 13% | nt
Cc1ccccc1N=C1NC(=O)CS1 | 8% | 18% | 7% | 1% | 11% | 5 | 4% | 19
Cn1c(=O)c2c(nc(SCC(=O)NCc3ccc4c(c3)OCO4)n2Cc2ccc(Cl)cc2)n(C)c1=O | -4% | -10% | 2% | -3% | ? | 1 | 22% | 12

Reprinted at random: two records from the list
SMILES | TDP43 rescue | EPAC2 antag | EPAC2 agonist | aSyn rescue | Abeta yeast res | D3 ag | FUS yeast rescue | DRD3 antagonist
CCOC(=O)N1CCC(NC(=O)c2ccc3c(c2)N(C)C(=O)/C(=C/c2cccc(OC)c2)S3)CC1 | 12% | -8% | -2% | -4% | 4% | 6 | 5% | 0
Cc1cccc(OC(C)C(=O)N2CCc3ccccc3C2)c1 (stereo unspecified) | -7% | -23% | 3% | ? | -20% | -4 | 6% | 0

Further entries follow:
SMILES | TDP43 rescue | EPAC2 antag | EPAC2 agonist | aSyn rescue | Abeta yeast res | D3 ag | FUS yeast rescue | DRD3 antagonist
Cc1nc2c(=O)n(-c3cccc(C(F)(F)F)c3)nc(C)c2s1 | 24% | -9% | 0% | -11% | -17% | 5 | -12% | 20
COc1ccc(NC(=O)CSc2nc3ccccc3nc2N2CCCC2)cc1 | ? | 0% | 4% | ? | -1% | 1 | 44% | 10
FC(F)(F)c1nc(SCc2ccccc2)n[nH]1 | -2% | 14% | 3% | -6% | -17% | 18 | -2% | 9
OC1(c2nc3ccccc3[nH]2)CCCCC1 | 3% | 12% | 3% | 0% | -4% | 17 | -8% | 22
CCOc1ccc(-c2nn(CC(=O)NC3CCCC3)c3c2cnc2ccc(C)cc23)cc1 | 23% | nt | nt | nt | 4% | 9 | -30% | nt
CCCC(C(=O)Nc1cccc(S(=O)(=O)N2CCCC2)c1)c1ccccc1 (stereo unspecified) | -17% | -20% | 1% | 0% | 15% | -7 | 16% | 5
CCOc1ccc(-c2cc3cc(OC)c(OC)cc3c(C)n2)cc1 | 6% | 3% | 6% | 1% | 1% | -6 | 6% | -2
O=S(=O)(CCN1CCN(c2ccccn2)CC1)c1ccc(F)cc1 | 4% | 3% | 7% | 0% | -7% | 12 | 6% | -1
COc1ccc(CN2CCNC(=O)C2CC(=O)NCCc2nc(C)c3c(n2)CCC3)cc1C (stereo unspecified) | 10% | 5% | 5% | 2% | 12% | 4 | 20% | 15
CN(C)CCCOC(=O)N1c2ccccc2C=Cc2ccccc21 | 2% | 8% | 8% | -9% | -1% | -2 | -22% | -61*
CCCCOC(=O)c1ccc(NC(C)=O)cc1 | 15% | -5% | -15% | -15% | 13%[9.22 µM] | -3 | -35% | 0
Cc1ccc(-n2nnc(-c3nc(-c4cccs4)no3)c2N)cc1C | 19% | nt | nt | nt | -12% | 4 | -8% | nt
O=C(COc1ccc2ccc(=O)oc2c1)NCCN1CCOCC1 | 8% | -1% | 4% | -3% | -3% | 2 | 3% | 15
COc1ccc(OCCC(=O)NCc2ccccc2)cc1 | 23% | 5% | 2% | 0% | 11% | 3 | -7% | -23
C=CC[C@@H](CC(=O)N[C@H](CO)Cc1ccccc1)C(=O)N[C@@H](C)COC(=O)[C@@H](CC=C)Cc1ccc(F)cc1 | 8% | 3% | -14% | -9% | 0% | 11 | 17% | -16
Cc1ccc(S(=O)(=O)N2CCN(c3ccccc3)CC2)cc1C | -17% | 2% | 9% | 1% | 1% | -9 | 21% | -29
CCOC(=O)NC(NCc1ccccc1Cl)(C(F)(F)F)C(F)(F)F | 19% | -13% | 17% | 5% | 4% | 0 | 24% | -12
O=C(CS(=O)c1ccc(F)cc1)Nc1ccccc1Cl (stereo unspecified) | -1%[9.22 µM] | 3% | -5% | 0% | -1% | 1 | 9% | -6
C[C@@H]1CN([C@@H](C)CO)S(=O)(=O)c2ccc(/C=C/c3ccccc3)cc2O[C@@H]1CN(C)Cc1ccc(C(=O)O)cc1 | 3% | -10% | -4% | -2% | 8% | 38* | 29% | 9
COc1cc2c(cc1OC)C(c1c(Cl)cccc1Cl)NC(=O)C2 (stereo unspecified) | 20% | -6% | 0% | 1% | -1% | 3 | -10% | 0
COc1cccc(N2CCN(Cc3nnnn3C3CCCCC3)CC2)c1 | -13% | 7% | -3% | 6% | 3% | -3 | 12% | 7
Cc1ccc(-n2nc(CO)c(C(=O)NCCC(C)C)n2)cc1C | 15% | nt | nt | nt | -32% | -12 | 2% | nt
COc1cccc(Cn2nnc(C(=O)Nc3ccc(C)cc3)c2N)c1 | 10% | -21% | 1% | 3% | 4% | 0 | -17% | -17
Cc1ccccc1N1CCN(C(=S)c2ccc(-c3ccc([N+](=O)[O-])cc3)o2)CC1 | 10% | 7% | 5% | -1% | 7% | 3 | 35% | -19
Clc1ccc(N2CCN(c3cnc4ccccc4n3)CC2)cc1 | 4% | 14% | 17% | -1% | -8% | 7 | 26% | 4
Cc1cc(NC(=O)CN2C(=O)CC(c3ccco3)Sc3ccccc32)no1 (stereo unspecified) | 22% | 1% | 15% | 7% | 10% | -3 | 26% | 3
CCc1ccccc1NC(=O)C(CC)Sc1nc2cc3c(cc2c(=O)n1Cc1ccco1)OCO3 (stereo unspecified) | -6% | -2% | -4% | -1% | -6% | -1 | 28% | -18
COc1ccccc1-c1cnc2c(c1)C(=O)N([C@@H](C)CO)C[C@H](C)[C@H](CN(C)C)O2 | -1% | 6% | 7% | -1% | -4% | 1 | -15% | -22

Copied from the list.
CN(C)CCCOC(=O)N1c2ccccc2C=Cc2ccccc21 in Abeta yeast res is entered as -1%
Cc1ccc(-n2nnc(-c3nc(-c4cccs4)no3)c2N)cc1C in FUS yeast rescue is entered as -8%

Single records (already shown). Screens in order: TDP43 rescue, EPAC2 antag, EPAC2 agonist, aSyn rescue, Abeta yeast res, D3 ag, FUS yeast rescue, DRD3 antagonist
Shown for C[C@@H]1CN([C@@H](C)CO)S(=O)(=O)c2ccc(/C=C/c3ccccc3)cc2O[C@@H]1CN(C)Cc1ccc(C(=O)O)cc1 = 3%, -10%, -4%, -2%, 8%, 38*, 29%, 9
Shown for COc1ccc(OCCC(=O)NCc2ccccc2)cc1 = 23%, 5%, 2%, 0%, 11%, 3, -7%, -23
Shown for CN(C)CCCOC(=O)N1c2ccccc2C=Cc2ccccc21 = 2%, 8%, 8%, -9%, -1%, -2, -22%, -61*
